Screening data from PubChem BioAssay.
U2OS ROS induce: inducers of reactive oxygen species in cancer cells; U2OS ROS induction, H2DCF-DA fluorescence; hit rate 2% among 46,000; AID 624156; ROS induction (% of piperlongumine), % at 10 µM; in the data active = ROS induction above about 79%, passing the limit was not always enough; inconclusive = no clear call, values can overlap the other calls;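 also: 0% = DMSO vehicle median and 100% = reference compound median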
* = called active by the depositor; ? = inconclusive.

canonical_smiles	U2OS ROS induce
C[C@H](CO)N1C[C@H](C)[C@@H](CN(C)C)Oc2ccc(NC(=O)c3ccncc3)cc2C1=O	1.3
COc1ccc(NC(=O)Nc2ccc3c(c2)C(=O)N([C@@H](C)CO)C[C@H](C)[C@@H](CN(C)S(=O)(=O)c2cn(C)cn2)O3)cc1	-0.9
C[C@H]1CN([C@@H](C)CO)C(=O)c2cccc(NS(=O)(=O)c3cccs3)c2O[C@H]1CN(C)S(C)(=O)=O	-10.3
C[C@H]1CN([C@@H](C)CO)C(=O)c2cccc(NC(=O)CCCCCC(=O)Nc3ccccc3N)c2O[C@H]1CN(C)S(=O)(=O)c1ccc(F)cc1	-7.7
CCOC(=O)C(C)Sc1nnc2c3ccccc3n(C)c2n1 (configuration not stated)	15.7
C[C@@H]1CN([C@H](C)CO)C(=O)c2cc(NC(=O)Nc3ccccc3)ccc2O[C@H]1CN(C)S(=O)(=O)c1cn(C)cn1	-3.6
CC1(C)CC[C@@]2(C(=O)O[C@@H]3O[C@H](CO)[C@@H](O)[C@H](O)[C@H]3O)C(C1)C1=CCC3[C@@]4(C)CC[C@@H](O[C@@H]5O[C@H](C(=O)O)[C@@H](O[C@@H]6OC[C@@H](O)[C@H](O)[C@H]6O)[C@H](O)[C@H]5O)C(C)(C)C4CC[C@@]3(C)[C@]1(C)C[C@H]2O (some centres not stated)	19.3
C[C@H]1CN([C@@H](C)CO)C(=O)Cc2cc(NC(=O)Nc3ccc4c(c3)OCO4)ccc2O[C@H]1CN(C)C(=O)NC1CCCCC1	10.6
COc1c(O)cc2c(c1O)C(=O)OC(C)C2O (configuration not stated)	-2.0
C[C@@H]1CN([C@H](C)CO)C(=O)c2cc(NS(C)(=O)=O)ccc2O[C@H]1CN(C)C(=O)NC1CCCCC1	14.0
NNC(=O)c1cc2ccccc2[nH]1	-7.5
O=C1N(c2cccc(Cl)c2)C(=Nc2cccc(Cl)c2)SC12CC2	-1.0
CCOC(=O)C1=C(C)NC(C)=C(C(=O)OC)C1c1cccc([N+](=O)[O-])c1 (configuration not stated)	-5.5
C[C@@H]1CN([C@H](C)CO)C(=O)c2cc(NC(=O)C3CC3)ccc2O[C@H]1CN(C)S(C)(=O)=O	11.9
Cc1cc(C)c(NC(=O)CSc2nnc(-c3ccncc3)n2C)c([N+](=O)[O-])c1	-4.9
COCCOC(=O)N1C(=O)[C@@]2(c3ccccc31)[C@H](C(=O)N1CCN(c3ncccn3)CC1)[C@H]1C(=O)O[C@H](c3ccccc3)[C@H](c3ccccc3)N1[C@@H]2c1ccc(OCCO)cc1	105.0*
CC(=O)Nc1ccc(NC(=O)CN(c2ccc(Br)c(C)c2)S(C)(=O)=O)cc1	2.8
O=C(CCCCC(=O)N/N=C/c1ccccc1C(=O)O)NO	-4.4
O=C(COc1ccc2ccccc2c1Br)NCc1cccnc1	-11.1
C[C@H]1CN([C@@H](C)CO)C(=O)Cc2cc(NC(=O)CCC(F)(F)F)ccc2O[C@@H]1CN(C)C	-2.5
COC(=O)[C@H]1CC[C@H](OC(C)=O)[C@]2(C)CC[C@@H](C(C)C)[C@@H](OC(=O)/C=C/c3ccccc3)C12 (some centres not stated)	1.8
CC(C)=CCC[C@H](C)C/C=N/NC(=O)CCCCC(=O)NO	-1.6
C[C@H](CO)N1C[C@H](C)[C@H](CN(C)CC2CC2)Oc2ccc(NS(=O)(=O)c3cn(C)cn3)cc2CC1=O	2.8
Cc1ccc(S(=O)(=O)N(C)C[C@@H]2Oc3ccc(NC(=O)c4ccncc4)cc3C(=O)N([C@@H](C)CO)C[C@H]2C)cc1	-2.8
C[C@@H]1CN([C@@H](C)CO)C(=O)CCCn2cc(nn2)CO[C@H]1CN(C)Cc1ccc(C(F)(F)F)cc1	-4.8
CS(=O)c1ccc(-c2nc(-c3ccc(F)cc3)c(-c3ccncc3)[nH]2)cc1 (configuration not stated)	24.3
COc1ccc(-c2nnc(SCC(=O)c3cccc([N+](=O)[O-])c3)n2C)cc1	15.4
CCC(=O)Nc1ccccc1-c1ccccc1NC(=O)CC	-13.0
C[C@H]1CN([C@@H](C)CO)C(=O)Cc2cc(NC(=O)c3ccncc3)ccc2O[C@H]1CN(C)Cc1ccc(C(=O)Nc2ccccc2N)cc1	0.3
CC(NS(=O)(=O)c1ccc(Br)cc1)C(=O)Nc1cccc(F)c1 (configuration not stated)	-0.8

Continuation.
canonical_smiles	U2OS ROS induce
Cc1ccc(C(=O)N(C)Cc2ccccc2)cc1	-6.0
CC(C)(C)NC[C@H](O)COc1cccc2c1CCCC2=O	-8.8
Cc1ccc(S(=O)(=O)Nc2ccc3c(c2)CC(=O)N([C@@H](C)CO)C[C@H](C)[C@@H](CN(C)C(=O)Nc2ccc(F)cc2)O3)cc1	9.5
O=C(Nc1ccc2c(c1)OCCO2)Nc1cccs1	-6.2
C[C@@H]1CN([C@H](C)CO)C(=O)c2cccc(NC(=O)C3CCOCC3)c2O[C@@H]1CN(C)Cc1ccc(-c2ccccc2)cc1	-3.1
COc1ccc(-n2nnc3c(SCC(=O)N4CCc5ccccc54)ncnc32)cc1	-4.9
C[C@@H]1CN([C@H](C)CO)C(=O)Cc2cc(NC(=O)Nc3cccc4ccccc34)ccc2O[C@@H]1CN(C)S(=O)(=O)c1cccs1	0.2
Cc1ccc(S(=O)(=O)N2CCCCCC2)cc1C	-2.4
O=C(c1ccccc1)N1Cc2ccccc2[C@H]2OC(c3ccc(OCCCO)cc3)=N[C@@]2(Cc2ccccc2)C1=O	36.4
COC(=O)c1ccc(Cl)c(NC(=O)CSc2nnc(-c3cc(OC)cc(OC)c3)o2)c1	0.8
C[C@H]1CN([C@@H](C)CO)C(=O)Cc2cc(NC(=O)C3CCCCC3)ccc2O[C@@H]1CN(C)S(=O)(=O)c1ccccc1	-5.8
C[C@H](CO)N1C[C@H](C)[C@@H](CN(C)S(=O)(=O)c2cn(C)cn2)Oc2ccc(NS(=O)(=O)c3cn(C)cn3)cc2C1=O	-6.2
CC(C)n1c(-c2ccccc2)nc2ccccc21	1.7
C[C@@H]1CN([C@H](C)CO)C(=O)c2cc(NC(=O)Nc3ccc(F)cc3)ccc2O[C@H]1CN(C)S(C)(=O)=O	7.2
O=C1O[C@@H](c2ccccc2)[C@@H](c2ccccc2)N2[C@@H](c3ccccc3OCCO)[C@]3(C(=O)Nc4ccc(C#CCCO)cc43)[C@@H](C(=O)N3CCN(c4ncccn4)CC3)[C@H]12	94.0*
Cn1c(CN2CCCC2)nc2cc(NC(=O)COc3ccc(Cl)cc3)ccc21	2.9
COc1ccc(OC(=O)/C=C/c2sc3ccccc3c2C)cc1	-8.3
CCn1c(CCNC(=O)C2CCCCC2)nc2ccccc21	-1.2
COc1ccc(C2C(C#N)=C(N)Oc3cc(C)n(CCc4ccc(OC)c(OC)c4)c(=O)c32)cc1 (configuration not stated)	7.5
CCc1ccc(NC(=O)Cn2nc(-c3ccc(OC)cc3)ccc2=O)cc1	6.1
Cc1cccc(NC(=S)N2CCCCC2)c1	12.3
C[C@H]1CN([C@@H](C)CO)C(=O)c2cc(NC(=O)C3CCCCC3)ccc2O[C@@H]1CN(C)C(=O)Nc1ccc(C(F)(F)F)cc1	11.8
O=c1nc2c(-c3cccc(C(F)(F)F)c3)n[nH]n2c2ccccc12	?
COc1ccc(S(=O)(=O)Nc2ccc3c(c2)C(=O)N([C@@H](C)CO)C[C@@H](C)[C@@H](CN(C)C)O3)cc1	-5.7
O=C(Nc1sc2c(c1C(=O)NCc1ccco1)CCCC2)c1ccc(Cl)cc1Cl	35.2
COc1ccc(S(=O)(=O)Nc2ccc3c(c2)CC(=O)N([C@H](C)CO)C[C@@H](C)[C@H](CN(C)S(=O)(=O)c2ccc(OC)cc2)O3)cc1	-7.8
CSc1cccc(NC(=O)CSc2nncn3c2cc2sccc23)c1	59.4
C[C@@H]1CN([C@@H](C)CO)C(=O)Cc2cc(NC(=O)Nc3ccccc3)ccc2O[C@@H]1CN(C)Cc1ccncc1	2.5
COc1cc(C(=O)Nc2sc3c(c2C(=O)NCc2ccco2)CCCC3)cc(OC)c1OC	37.0
NC(=O)c1c(NC(=O)Cn2c(=O)oc3ccccc32)sc2c1CCCC2	18.7

Compounds above containing a Cl atom, in the order listed:
canonical_smiles	U2OS ROS induce
O=C1N(c2cccc(Cl)c2)C(=Nc2cccc(Cl)c2)SC12CC2	-1.0
COC(=O)c1ccc(Cl)c(NC(=O)CSc2nnc(-c3cc(OC)cc(OC)c3)o2)c1	0.8
Cn1c(CN2CCCC2)nc2cc(NC(=O)COc3ccc(Cl)cc3)ccc21	2.9
O=C(Nc1sc2c(c1C(=O)NCc1ccco1)CCCC2)c1ccc(Cl)cc1Cl	35.2

In the list so far, three contain a nitro group on carbon.
canonical_smiles	U2OS ROS induce
CCOC(=O)C1=C(C)NC(C)=C(C(=O)OC)C1c1cccc([N+](=O)[O-])c1 (configuration not stated)	-5.5
Cc1cc(C)c(NC(=O)CSc2nnc(-c3ccncc3)n2C)c([N+](=O)[O-])c1	-4.9
COc1ccc(-c2nnc(SCC(=O)c3cccc([N+](=O)[O-])c3)n2C)cc1	15.4

(listing goes on)
canonical_smiles	U2OS ROS induce
COC(=O)CN1C(=O)CN(c2nc(C)cc(C)n2)C1=O	-9.6
C[C@@H]1CCCCO[C@@H](CN(C)S(=O)(=O)c2cccs2)[C@@H](C)CN([C@H](C)CO)C(=O)c2cc(NS(=O)(=O)c3ccccc3)ccc2O1	19.5
COc1ccc(Cc2nnc(SCC(=O)Nc3ccc(OC)cc3)o2)cc1	63.7
CN(C)S(=O)(=O)N(CC(=O)Nc1c(F)cccc1F)c1ccccc1	-24.1
COC(=O)c1c(N)c(C#N)c2n1CCC2	1.2
O=C(O)CCCCCC(=O)N/N=C/c1cccc(Br)c1	9.8
CC(C)(C)SCc1cccc(C(=O)N2CCN(c3ncccc3C(F)(F)F)CC2)c1	2.0
COc1ccc(OCC(=O)NCc2ccco2)cc1	-8.7
C[C@@H]1CN([C@H](C)CO)C(=O)Cc2cc(NC(=O)Nc3ccc(C(F)(F)F)cc3)ccc2O[C@H]1CN(C)C(=O)Nc1cccc2ccccc12	-10.2
C[C@@H]1CCCCO[C@@H](CN(C)C(=O)Nc2ccc(F)cc2)[C@@H](C)CN([C@H](C)CO)C(=O)c2cc(NC(=O)Nc3ccc4c(c3)OCO4)ccc2O1	9.6
C[C@@H]1CN([C@@H](C)CO)C(=O)Cc2cc(NC(=O)NC3CCCCC3)ccc2O[C@@H]1CN(C)Cc1ccccc1	27.8
C[C@H]1CN([C@@H](C)CO)C(=O)c2cccc(NC(=O)Nc3ccc(F)cc3)c2O[C@@H]1CN(C)Cc1ccc(C(=O)Nc2ccccc2N)cc1	17.8
C=CCn1c(SCC(C)C)nc2sc3c(c2c1=O)CC(C)(C)OC3	18.3
O=c1c(Br)c(N2CCOCC2)cnn1-c1ccccc1	-11.9
C[C@@H]1CN([C@H](C)CO)C(=O)CCCn2nncc2CO[C@H]1CN(C)C(=O)Nc1cccc(F)c1	6.2
Cc1cc(NS(=O)(=O)c2ccc(NC(=O)NC(C)(C(F)(F)F)C(F)(F)F)cc2)no1	-3.5
C=CCn1c(SCC(=O)c2c(C)[nH]c3ccccc23)nc2sc3c(c2c1=O)CCC3	22.3
Cc1ccc(NC(=O)CC(NCCc2ccccc2)C(=O)O)cc1 (configuration not stated)	-4.7
COc1cccc(C(=O)c2oc3ccccc3c2NC(=O)CCc2ccccc2)c1	-31.4
C=C1C(=O)O[C@@H]2C=C(C)[C@@H]3CC[C@@](C)(O)[C@@H]3C[C@H]12	-3.0
Cc1cc(C)c(OCC(=O)Nc2cc(-c3nc4ncccc4o3)ccc2C)c(Cl)c1	-2.6
C[C@H](CO)N1C[C@H](C)[C@H](CN(C)C)Oc2ncc(-c3cc4ccccc4o3)cc2C1=O	4.3
CNC[C@@H]1Oc2ccc(NS(=O)(=O)c3cn(C)cn3)cc2C(=O)N([C@@H](C)CO)C[C@H]1C	-6.8
O=C(COc1ccc2ccccc2c1Br)NCc1ccccn1	0.1
C[C@@H]1CN([C@H](C)CO)C(=O)Cc2cc(NC(=O)Cn3cnnn3)ccc2O[C@@H]1CN(C)Cc1ccc(-c2ccccc2)cc1	2.4
CN(C)c1nc(OCC(=O)NC(C)(C)C)nc(N(C)C)n1	19.3
C/C=C/[C@H](CCn1cc([C@H](O)c2ccccc2)nn1)[Si](C)(C)c1ccc(OC)cc1	109.7*
CCOC(=O)CNC(=O)c1cnn2cccnc12	-9.8
C[C@H](CO)N1C[C@H](C)[C@@H](CN(C)Cc2ccccc2)OCc2cn(nn2)CCCC1=O	5.2
C[C@@H]1CN([C@H](C)CO)C(=O)Cc2cc(NC(=O)Cc3cn(C)c4ccccc34)ccc2O[C@@H]1CN(C)C(=O)Nc1ccc(F)cc1	-6.3

Later entries.
canonical_smiles	U2OS ROS induce
CCN1C(=O)C(C(=O)N(Cc2ccccc2)Cc2ccccc2)C2CC1(C)Oc1ccccc12 (configuration not stated)	4.3
O=C(Cn1cnc2scc(-c3cccc([N+](=O)[O-])c3)c2c1=O)Nc1cccc(C(F)(F)F)c1	16.2
CCCc1cc(=O)[nH]c(SCC(=O)NCC23CC4CC(CC(C4)C2)C3)n1	12.8
CC1(c2ccc(Cl)cc2)CC(C)(C)N(C(=O)c2cccnc2)c2ccccc21 (configuration not stated)	44.4
O=C1CC(c2ccccc2)n2nc(NS(=O)(=O)c3ccccc3)nc2N1 (configuration not stated)	-13.6
CC(C)(C)C(=O)CSc1nc2c(cc1C#N)N1CCC2CC1	4.8
CCN(CC)CCSc1nnc2c3cc(C)ccc3n(C)c2n1	10.9
C[C@@H]1CN([C@H](C)CO)C(=O)CCCn2nncc2CO[C@H]1CN(C)S(=O)(=O)c1ccc(C#N)cc1	-3.5
COc1ccc(CN(C)C[C@H]2Oc3ccc(NS(=O)(=O)c4cn(C)cn4)cc3CC(=O)N([C@@H](C)CO)C[C@H]2C)cc1	-1.8

These rows are one share of the data (hit frequency here may not be typical).
